SMN2 splice enh: qHTS Assay for Enhancers of SMN2 Splice Variant Expression; HEK293 SMN2-luciferase splicing reporter, luminescence, 30-36 h; Potency, µM (titrated, usually from 46.1 µM), for inactives: top-dose activity change, positive = activation, usual class: activators; 2.8% of 210,000 active; also: % of control where 0% means no effect; nearly all actives have a fitted effect of over 55% in size
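HEK293 cells carry an SMN2 minigene-luciferase reporter in which exon 7 inclusion puts luciferase in frame. Cells were seeded at 2000 cells/well, attached for 10-12 hours, then exposed to compounds for 30-36 hours at 37C before ONE-Glo luminescence.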
Lamin A splicing: qHTS Assay for Modulators of Lamin A Splicing. HeLa LMNA splicing GFP/RFP minigene ratio, 48 h. Potency, µM (doses to about 46.1 µM), for the others: at the top dose ratio change, negative = inhibition, usual class: inhibitors. 0.01% of 200,000 active; active = well fitted inhibition curve with a large enough effect in the signal ratio, with a control signal flat, not every such curve was filed as active; inconclusive = small, poorly fitted or top-dose-only effect, or effect the other way, or a change in a side signal; the % refers to the signal ratio; also: % is scaled to controls: 0 for no effect and ±100 for the full control effect
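S3 HeLa cells stably expressing lamin A-EGFP splicing minigene plus DsRed2, 600 cells/well, 48 h compound exposure at 37C. Laser-scanning cytometry; analysed as GFP (500-530 nm)/RFP (575-640 nm) total intensity ratio; 0.5% DMSO vehicle.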
L3MBTL1 block: qHTS Assay for the Inhibitors of L3MBTL1 | AID 485360, 2010 | Lethal(3)malignant brain tumor-like protein 1 (Homo sapiens), Q9Y468 | Potency, µM (doses to about 57.1 µM), for inactives: at the top dose activity, negative = inhibition, usual class: inhibitors | AlphaScreen L3MBTL1–H3K9me1 peptide binding | 0.66% of 230,000 active; also: % is scaled to controls: 0 for no effect and ±100 for the full control effect; nearly all actives have a fitted effect of over 60% in size
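L3MBTL1 (50 nM) pre-complexed 30 min with biotinylated H3(1-15)K9me1 peptide (75 nM), then compounds added for 30 min at room temperature; AlphaScreen streptavidin donor/nickel chelate acceptor beads (10 ug/mL final) read after 30 min dark incubation.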
ALDH1A1 inh: qHTS Assay for Inhibitors of Aldehyde Dehydrogenase 1 (ALDH1A1); Purified ALDH1A1, NADH fluorescence, propionaldehyde substrate; Potency, µM (titrated, usually from 75.3 µM), for inactives: top-dose activity, negative = inhibition, most hits filed as inhibitors; 7.3% of 220,000 active; AID 1030, 2008; active = well fitted inhibition curve with a large enough effect, not every such curve was filed as active; inconclusive = small, poorly fitted or top-dose-only effect, or another doubt; inactive = no such curve, though single readings can be large or run the other way;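 also: plate controls were no enzyme wells and a reference inhibitor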
RECQ1 inh: qHTS Assay for Inhibitors of RecQ-Like Dna Helicase 1 (RECQ1); ATP-dependent DNA helicase Q1 (Homo sapiens), P46063; Potency, µM (doses to about 57.3 µM), inactives show at the top dose activity, negative = inhibition, most hits filed as inhibitors; RECQ1 DNA unwinding, red fluorescence kinetic read; 0.54% of 240,000 active;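 also: plate controls were vehicle for no effect and no enzyme for full effect; nearly all actives have a fitted effect of over 30% in size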
Target sequence (P46063 whole entry, looked up): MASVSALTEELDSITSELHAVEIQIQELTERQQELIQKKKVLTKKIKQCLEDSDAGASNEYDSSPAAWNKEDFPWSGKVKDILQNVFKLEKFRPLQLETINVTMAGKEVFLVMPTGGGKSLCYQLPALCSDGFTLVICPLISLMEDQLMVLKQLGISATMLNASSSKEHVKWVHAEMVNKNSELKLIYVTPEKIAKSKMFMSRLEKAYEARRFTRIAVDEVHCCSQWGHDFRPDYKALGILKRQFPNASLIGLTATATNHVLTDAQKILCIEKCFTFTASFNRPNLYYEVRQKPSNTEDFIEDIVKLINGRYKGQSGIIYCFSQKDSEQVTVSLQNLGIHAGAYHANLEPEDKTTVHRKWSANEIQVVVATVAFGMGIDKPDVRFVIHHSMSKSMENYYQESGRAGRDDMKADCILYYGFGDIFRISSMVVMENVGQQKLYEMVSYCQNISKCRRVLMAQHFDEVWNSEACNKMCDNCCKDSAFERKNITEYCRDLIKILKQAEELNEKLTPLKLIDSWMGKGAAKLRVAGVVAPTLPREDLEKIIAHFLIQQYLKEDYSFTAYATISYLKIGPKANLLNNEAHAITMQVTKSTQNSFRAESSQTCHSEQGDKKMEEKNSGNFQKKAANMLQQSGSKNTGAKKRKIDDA
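50 nM RECQ1T1 preincubated 15 min with compound in Tris pH 8.0 buffer with MgCl2, DTT, Tween-20 and 2.5 ug/ml poly(dI-dC); started with 200 nM TAMRA/BHQ-2 forked duplex and 2 mM ATP. Unwinding read as fluorescence (525/598 nm), two reads 2 h apart.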
KinaseGlo FLuc: Counterscreen for Luciferase (Kinase-Glo TM) Inhibition | Potency, µM (doses to about 38.3 µM), inactives show top-dose activity change, negative = inhibition, hits mostly inhibitors | Kinase-Glo luciferase, ATP luminescence, 8 min | Luciferin 4-monooxygenase (Photuris pensylvanica), Q27757 | 0.28% of 200,000 active; also: % is scaled to controls: 0 for no effect and ±100 for the full control effect; nearly all actives have a fitted effect of over 60% in size
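Substrate mix (final 50 mM imidazole pH 7.2, 50 mM KCl, 7 mM MgCl2, 10 uM ATP, 0.01% Tween 20, 0.05% BSA) plus pin-tool compound, then Kinase-Glo detection mix; 8 min ambient, luminescence read.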
KDM4E inh: qHTS Assay for Inhibitors of Human Jumonji Domain Containing 2E (JMJD2E) | Lysine-specific demethylase 4E (Homo sapiens), B2RXH2 | JMJD2E catalytic domain, FDH-coupled NADH fluorescence (FDH is formaldehyde dehydrogenase) | Potency, µM (titrated, usually from 57.1 µM), without a hit: at the highest dose activity change, negative = inhibition, actives largely listed as inhibitors | 1.6% of 230,000 active; active = well fitted inhibition curve with a large enough effect, not every such curve was filed as active; inconclusive = small, poorly fitted or top-dose-only effect, or another doubt; inactive = no such curve, though single readings can be large or run the other way;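 also: 0% = wells with enzyme and -100% = buffer wells without enzyme; nearly all actives have a fitted effect of over 50% in size; many of its hits are not listed in these tables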
Target sequence (B2RXH2 1-337 limits assumed): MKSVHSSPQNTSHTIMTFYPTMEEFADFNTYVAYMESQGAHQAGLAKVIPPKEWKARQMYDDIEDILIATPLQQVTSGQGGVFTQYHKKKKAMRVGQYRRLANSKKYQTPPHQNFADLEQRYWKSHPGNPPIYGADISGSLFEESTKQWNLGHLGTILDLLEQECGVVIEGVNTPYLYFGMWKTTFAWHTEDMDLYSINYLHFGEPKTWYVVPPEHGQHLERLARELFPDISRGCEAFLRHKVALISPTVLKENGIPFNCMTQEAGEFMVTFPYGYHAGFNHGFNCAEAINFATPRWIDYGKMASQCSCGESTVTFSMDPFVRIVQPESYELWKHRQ
Tau ThT inhib: qHTS for Inhibitors of Tau Fibril Formation, Thioflavin T Binding; Microtubule-associated protein tau (Homo sapiens), P10636; Potency, µM (highest dose often 57.4 µM), inactives show at the highest dose activity, negative = inhibition, usual class: inhibitors; recombinant tau K18 P301L (four-repeat tau fragment), heparin-induced fibrillization, ThT fluorescence; 2.1% of 270,000 active; also: % is scaled to controls: 0 for no effect and ±100 for the full control effect; nearly all actives have a fitted effect of over 55% in size
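In this qHTS, human K18 P301L tau is incubated with compound and heparin for 6 hr at 37 C, and Thioflavin T fluorescence then reports fibril load.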
* marks the source's active call; other numbers are inactive results; i = inactive; ? = inconclusive; / = no result given; [ ] = another dose, or the depositor's remark. Unless noted, calls follow the shape of the dose curve; as a rule, active = well fitted curve in the direction sought with a large enough effect; inconclusive = small, poorly fitted or top-dose-only effect, or another doubt; inactive = no such curve, though single readings can be large; an effect the other way counts as inactive or inconclusive. Potency is read from the fitted curve at half-maximal effect. An excerpt; rates above refer to the full screens.

Every second line gives: SMN2 splice enh	Lamin A splicing	L3MBTL1 block	ALDH1A1 inh	RECQ1 inh	KinaseGlo FLuc	KDM4E inh	Tau ThT inhib
> CC1(OC(=O)C2CCCC2)C(=O)C=C2C=C3CCCN3C=C2C1=O (stereo not given)
  -2.9%[9.22 µM]	-6.0%[9.22 µM]	/	10.1%[13.5 µM]	i[11.5 µM]	-4.0%[7.66 µM]	-15.3%[11.4 µM]	-16.1%[11.5 µM]
> CC(=O)Nc1ccc(-c2ccc3nnc(C)n3n2)cc1
  ?	/	/	1.9%	-2.8%	-0.3%	?	-8.5%
> Cc1ccccc1-c1nnc(SCC(=O)N(CC(C)C)c2c(N)n(CC(C)C)c(=O)[nH]c2=O)n1C
  /	?	0.4%	-11.2%	-7.1%	/	-3.7%	-5.1%
> C#CCOCCOCCOCCNc1nc(N2CCOCC2)nc(N2CCN(C(=O)[C@H](CCCCN)n3cc([C@@H](N)CO)nn3)CC2)n1
  /	/	-4.2%	?	-5.2%	/	-24.0%	-1.8%
> O=C(CN1CCOCC1)Nc1ccc(S(=O)(=O)N2CCCCCC2)cc1
  -13.8%	2.1%	0.1%	?	i	2.4%	-1.6%	-4.4%
> O=C1C2C3C=CC(C3)C2C(=O)N1c1ccc(-c2nc3ccccc3c(=O)o2)cc1 (stereo not given)
  /	?	7.5%	?	i	-6.4%	6.3%	-6.9%
> CC(C)[C@H](NC(=O)NCc1ccco1)C(=O)O
  1.4%	3.2%	5.8%	5.8%	-2.1%	-6.1%	1.9%	-0.4%
> O=C(NN(C(=O)c1ccccc1)c1ccccc1)c1ccccc1
  /	/	?	1.0%	2.3%	/	18.0%	1.7%
> Cn1cc(Cl)c(C(=O)N(Cc2ccccc2)c2ccccn2)n1
  1.3%	-14.5%	0.5%	6.2%	-7.5%	-1.6%	5.7%	0.8%
> Cc1ccc(C(=O)Cn2nc(C(=O)O)c3ccccc3c2=O)cc1C
  /	/	-5.6%	/	-2.8%	/	-9.5%	-16.1%
> O=C(NC1CCCCC1)N1CCC(c2nc3ccccc3[nH]2)CC1
  7.3%	6.9%	/	1.0%	5.2%	-4.1%	-1.2%	-7.3%
> CC1(C)Cc2c(sc3ncnc(NNC(=S)NCc4ccccc4)c23)CO1
  -9.1%	?	-8.0%	1.41µM*	3.5%	-3.0%	2.1%	-14.4%
> COC(=O)c1cc(S(=O)(=O)Nc2cc(S(=O)(=O)N(C)C)ccc2C)oc1C
  /	/	4.5%	-8.9%	0.0%	/	-1.3%	-4.9%
> CCOC(=O)c1c(NC(=S)Nc2ccc(OCC)cc2)sc2c1CCN(C)C2
  /	/	-23.2%	23.8µM*	14.0%	/	?	?
> C=CCNC(=S)NNC(=O)c1cccc2ccccc12
  -8.8%	-19.5%	8.7%	5.7%	-14.2%	-5.2%	4.7%	-7.7%
> Cc1nc(SCc2cccc(C(=O)O)c2)nc2c1CCCC2
  4.47µM*	?	-3.8%	-6.4%	i	-2.1%	-5.9%	-7.5%
> O=C(O)CCCC(=O)NNc1ncnc2ccccc12
  5.6%	-4.3%	7.2%	7.1%	1.2%	0.2%	-22.0%	-2.9%
> COc1cc(CCC(=O)OCC(=O)Nc2ccccc2C#N)cc(OC)c1OC
  11.5%	-2.4%[46 µM]	-14.1%	4.7%	-3.9%	-3.4%	-7.7%	-4.1%
> C=CCn1c(C)cc(C(=O)COc2ccc(C)nc2[N+](=O)[O-])c1C
  -37.1%[inhibitor]	?	-11.7%	?	-4.0%	2.4%	-3.5%	?
> Cc1cc(N/N=C/c2ccncc2)nc2ccccc12
  14.1µM*	/	0.9%[11.4 µM]	-0.7%	i	0.9%	-11.7%	?
> Cc1ccc(C(=O)Nc2c(C#N)c(C)c(C)n2Cc2ccccc2)cc1
  -20.0%	10.3%	-2.2%	?	-7.2%	-1.0%	9.3%	-2.8%
> Cc1ccc(S(=O)(=O)/N=C2/NC(=O)/C(=C/c3ccc(Br)o3)S2)cc1
  3.7%	?	?	-11.3%	?	-0.5%	-1.4%	?
> O=[N+]([O-])c1cc([N+](=O)[O-])c2cccnc2c1Oc1ccccc1O
  /	?	?	?	-1.3%	/	22.4µM*	?
> CCCc1cc(=O)oc2cc(C)cc(O)c12
  -10.2%	-21.2%	/	8.91µM*	8.3%	-5.1%	-1.1%	-14.6%
> O=C(COC(=O)CCC(=O)c1ccc(Cl)cc1)NC1CC1
  13.3%	3.2%[9.22 µM]	11.1%	0.1%	-4.4%	2.0%	-0.2%	7.5%
> CN(CCO)c1cc(N2CCCCC2)c2nonc2c1[N+](=O)[O-]
  -14.9%	/	/	15.8µM*	-13.3%	2.0%	-2.4%	?
> Cc1cc(/C=N/NC(=O)Cn2c3ccccc3c(=O)c3ccccc32)c(C)n1-c1ccc(Cl)cc1
  -11.1%	-4.2%	-7.1%	?	-5.1%	4.2%	?	?
> Cc1cc(C)n(CC(O)COc2ccccc2)n1 (stereo not given)
  -10.6%	1.6%	0.3%	13.5%	-1.7%	1.4%	3.4%	3.3%
> O=C(COc1ccc(Cl)cc1)Nc1ccc2c(c1)CCC2
  -4.2%	-17.0%	13.4%	13.3%	0.5%	0.5%	-2.5%	-10.3%
> Cc1ccc(NC(=O)CSCC(N)=O)cc1C
  -26.4%	2.4%	5.3%	3.7%	i	2.6%	2.5%	4.5%

Further structures follow:
Every second line gives: SMN2 splice enh	Lamin A splicing	L3MBTL1 block	ALDH1A1 inh	RECQ1 inh	KinaseGlo FLuc	KDM4E inh	Tau ThT inhib
> CCn1cc(C(=O)O)c(=O)c2cc(F)c(N3CCN(S(=O)(=O)c4ccc(NC(=O)OC)cc4)CC3)cc21
  3.1%	?	-26.7%	?	2.9%	1.4%	?	-10.3%
> O=c1c(Cl)c(NCc2ccco2)cnn1C12CC3CC(CC(C3)C1)C2
  -15.4%	/	/	?	-1.6%	3.1%	2.5%	-9.5%
> Cn1c(/C(C#N)=C/c2ccc(-c3ccc(S(N)(=O)=O)cc3)o2)nc2ccccc21
  -7.8%	?	-4.7%	12.6%	-25.2%	2.5%	1.2%	?
> CC(=O)NC1(C(F)(F)F)NC(=O)N(C2CCCCC2)C1=O (stereo not given)
  -11.5%	1.0%	-3.6%	4.7%	2.7%	5.1%	-8.2%	-0.6%
> O=C(Cn1ccc([N+](=O)[O-])n1)N1CCCCC1
  2.5%	-12.7%[46 µM]	-0.1%[11.4 µM]	2.9%	-8.0%	2.1%	-3.9%	2.1%
> Cc1cc2nc(CCN(C(=S)NCC(C)C)C3CCCC3)[nH]c2cc1C
  -28.2%	9.8%	-2.0%	-15.9%	-0.9%	-3.2%	4.0%	-10.6%
> COc1cccc(CNC2CCCC2)c1
  10.5%	5.8%	9.5%	?	-4.2%	-4.1%	-23.4%	4.0%
> COCc1cc(=O)n2[nH]c(-c3cccs3)cc2n1
  /	/	-1.9%	/	-5.6%	/	?	?
> O=C(O)c1ccc(N/N=C/C(Br)=C/c2ccccc2)cc1
  /	/	-19.3%	/	0.4%	/	-5.8%	14.1µM*
> O=C(CCc1nc2ccccc2[nH]c1=O)N/N=C/c1ccccc1
  11.3%	/	-6.1%	?	18.0%	-5.2%	3.9%	-8.6%
> O=c1c(Cc2c(F)cccc2Cl)c(O)ccn1CC1CCCO1 (stereo not given)
  8.1%	?	7.2%[11.4 µM]	1.6%	i	1.8%	6.3%	-0.3%
> CN(C)c1ccc(NC(=O)COC(=O)c2cc(=O)c3ccccc3o2)cc1
  -10.8%	6.2%	3.2%	?	0.6%	0.2%	-6.6%	0.2%
> CCOC(=O)c1cc(CN2CCOCC2)oc1-c1ccccc1
  3.8%	12.9%	-2.9%	?	-1.2%	4.0%	0.4%	-4.6%
> O=C(c1ccco1)N1CCN(C2CCCC2)CC1
  ?	2.7%	4.6%	-6.5%	-3.5%	4.0%	?	2.2%
> O=C1CCC(=O)N1c1ccc(NCc2ccccc2Cl)c([N+](=O)[O-])c1
  -2.8%	5.8%	-6.7%	7.2%	-3.9%	1.9%	1.2%	?
> O=C(NC(=S)N1CCN(C/C=C/c2ccccc2)CC1)c1ccco1
  -5.9%	?	-5.2%	?	i	2.8%	-0.3%	-8.2%
> C=CCN(CC(=O)NCc1ccc(F)cc1)C(=O)c1csnn1
  4.6%	5.2%	2.2%	10.1%	1.3%	0.2%	4.3%	1.3%
> COc1ccccc1CN(Cc1cc2cc(C)ccc2[nH]c1=O)Cc1nnnn1Cc1ccco1
  -6.7%	8.2%	-0.1%	?	i	-0.5%	?	-13.5%
> CC1CCCCN1C(=O)CSc1nnc(-c2ccc(Cl)s2)o1 (stereo not given)
  -8.3%	-6.6%	3.8%	?	-3.9%	-1.6%	?	-0.7%
> Cc1ccc(-c2nc(N)sc2CC(=O)OCC(=O)NC2CCCC(C)C2C)cc1 (stereo not given)
  /	-0.2%	-5.2%	0.7%	-10.5%	/	-3.0%	-6.6%
> CC1CCCCC1NC(=O)COC(=O)C12CC3CC(CC(Cl)(C3)C1)C2 (stereo not given)
  8.9%	-12.3%[46 µM]	1.1%	-7.1%	i	-0.5%	-2.3%	-1.7%

Compound activity deposited in PubChem by National Center for Advancing Translational Sciences (NCATS).
